# MRP reversal: MRP-mediated drug resistance reversal; H69AR cells + 2 uM doxorubicin, CellTiter-Glo, 72 h; differential viability (reversal), % at 10 µM; hit rate 0.04% among 85,000;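 active = viability drop by adding the cancer drug above about 55%, with treated viability meeting a 40% cutoff, limit read from the data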;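 also: viability without doxorubicin minus viability with 2 µM doxorubicin for each compound; larger differential means the compound sensitizes cells more to doxorubicin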
# MRP reversal cytotoxicity: recorded beside MRP reversal, whose call it bears; viability, %; H69AR cells, CellTiter-Glo, 72 h; measured here: cytotoxicity without doxorubicin
# MRP reversal with doxorubicin: also measured in MRP reversal; calls as there; viability, %; measured here: viability with 2 uM doxorubicin; hits give low values
# * = called active by the depositor.
SMILES,MRP reversal,MRP reversal cytotoxicity,MRP reversal with doxorubicin
C[C@]12CC[C@H]3[C@@H](CCC4=CC(=O)CC[C@@]43C)[C@@H]1CC[C@@H]2C(=O)CO,-14.3,62.8,77.1
Cc1nnc(NS(=O)(=O)c2ccc(N)cc2)s1,5.3,99.5,94.2
CN(C)CCCN1c2ccccc2Sc2ccccc21,-4.7,57.0,61.7

# Compound profiles (already shown):
# C[C@]12CC[C@H]3[C@@H](CCC4=CC(=O)CC[C@@]43C)[C@@H]1CC[C@@H]2C(=O)CO is entered as MRP reversal: -14.3; MRP reversal cytotoxicity: 62.8; MRP reversal with doxorubicin: 77.1
# CN(C)CCCN1c2ccccc2Sc2ccccc21 is entered as MRP reversal: -4.7; MRP reversal cytotoxicity: 57.0; MRP reversal with doxorubicin: 61.7

# Screening data from PubChem BioAssay.

# The list is partial, so the mix of outcomes need not match the whole.
